Bioassay records deposited in PubChem by several laboratories.
RT RNaseH block – HIV-1 RT RNase H inhibitors, primary screen, biochemical, fluorescence | RT-RNase H RNA/DNA duplex cleavage | inhibition, % at 10 µM | 65,000 tested, 1.9% active; in the data active = inhibition above about 50%
RmlCD inh mix – RmlC and RmlD coupled enzyme inhibitors, primary screen, biochemical, 384-well, compound mixtures, retest. RmlC/RmlD coupled enzyme inhibition, 384-well mixture HTS. inhibition, % at 5.5 µM. 110,000 tested, 0.39% active; in the data active = inhibition above about 30%, passing the limit was not always enough; inconclusive = no clear call, values can overlap the other calls; note: strong numbers were not always called active
Active calls of the source: *; u = inconclusive; x = not tested or not shown.

Preview (2 entries):
Structure	RT RNaseH block	RmlCD inh mix
Brc1ccc(-c2nc3ccccc3s2)s1	-16	x
O=S1(=O)c2cccc3cccc(c23)N1Cc1ccc(-c2nnco2)cc1	-59	-5

Main list, from the first entry:
Structure	RT RNaseH block	RmlCD inh mix
Brc1ccc(-c2nc3ccccc3s2)s1	-16	x
O=S1(=O)c2cccc3cccc(c23)N1Cc1ccc(-c2nnco2)cc1	-59	-5
C[N+]1(CCCCCCC(=O)/C=N/O)CCCCCC1	x	9
COC(=O)c1ccc(CSc2ncnc3sc(C)c(C)c23)o1	4	-10
CN(C)S(=O)(=O)c1ccc2c(c1)nc(CCC(=O)NCC1CCCCC1)n2C	9	-4
CCCC(C)C(=O)Nc1ccc(Cl)cn1 (stereo unspecified)	-5	-3
N[C@@H]1CCCC[C@H]1N.O=C(O)C(=O)O.[Pt]	x	-2
COc1ccccc1C(c1nnnn1Cc1ccccc1)N1CCN(c2nc3ccccc3s2)CC1 (stereo unspecified)	-2	57
Cc1cc(C)nc(-n2nc(C)cc2NC(=O)c2ccc3c(c2)OCO3)n1	9	x
CC(O)c1cccc(NC2=CC(=O)CC(C)(C)C2)c1 (stereo unspecified)	-5	4
O=C(COc1ccc(F)cc1)N1CCC(c2ccccc2)C1 (stereo unspecified)	x	2
COc1ccc2c(c1)c(C(=O)O)c(C)n2C(C)C	x	-13
CC1(C)CC(NC(=O)COc2ccc3ccccc3c2)CC(C)(C)N1	x	5
C=Cn1nc(C)c2ccccc2c1=O	-13	-6
O=C(CSc1ncn[nH]1)c1ccc2c(c1)OCCO2	12	-16

The closing four entries of the part before come first, to join the parts:
Structure	RT RNaseH block	RmlCD inh mix
COc1ccc2c(c1)c(C(=O)O)c(C)n2C(C)C	x	-13
CC1(C)CC(NC(=O)COc2ccc3ccccc3c2)CC(C)(C)N1	x	5
C=Cn1nc(C)c2ccccc2c1=O	-13	-6
O=C(CSc1ncn[nH]1)c1ccc2c(c1)OCCO2	12	-16
Cc1ccc(OCC(=O)n2cnnc2N)c(C)c1	-3	4
O=C(CN1C(=O)C2C3C=CC(C3)C2C1=O)N1CC(=O)N(CCc2ccccc2)C(=O)C1 (stereo unspecified)	-35	-10
O=C(O)C1C2C=CC(C2)C1C(=O)NCCc1ccncc1 (stereo unspecified)	2	0
O=C(O)CCN1C(=O)C(=C2CCCCCC2)SC1=S	22	11
COc1cc(NC(=O)c2ccco2)c(OC)cc1NC(=O)CCC(=O)Nc1cc(C)ccc1C	2	-8
COc1ccc(-c2nc3ccccc3c(=O)n2CCCN2CCOCC2)cc1	-13	0
Cc1ccc(-c2nnc(N3CCOCC3)c3ccccc23)cc1S(=O)(=O)NCC1CCCO1 (stereo unspecified)	-7	-11
CCc1nnc(NC(=O)CSc2nnc(Cc3ccccc3)n2Cc2ccccc2)s1	-11	-16
COc1ccc(-n2c(SCC(=O)Nc3ccc4c(c3)OCO4)nc3ccccc3c2=O)cc1	-1	2
CCOC(=O)CNC(=O)CSc1nnc(Cn2c(=O)sc3ccccc32)n1C	-6	-10
N#Cc1nc(COc2ccc(F)cc2)oc1N1CCN(Cc2ccccc2)CC1	-20	x
O=c1c2cnn(-c3ccccc3)c2ncn1Cc1ccccc1	-44	4
CCCCCCOc1ccc(N2C(=O)CC(N3CCC(C(=O)OCC)CC3)C2=O)cc1 (stereo unspecified)	-4	-3
Cc1ccc(Cn2ccc(NC(=O)c3cc(-c4cccc(Cl)c4)on3)n2)cc1	4	4
CS(=O)(=O)Nc1ccccc1C(=O)Nc1ccccc1Cl	x	-14
COc1ccc(OC)c(NC(=O)CSc2nnc(CNc3ccc(F)cc3)o2)c1	-8	-13
CCNc1nc(N2CCOCC2)nc(N(c2ccccc2)c2ccccc2)n1	-9	-7
CC(=O)Nc1c(C(=O)N2CCCCCC2)cnn1-c1ccccc1Cl	x	-21
CC(C)(C)NC(=O)NC(=O)COC(=O)C1=COCCO1	x	4
O=C(Nc1ccccc1)c1ccccc1OCC(O)CN1C(=O)c2ccccc2S1(=O)=O (stereo unspecified)	-12	9
C=CCn1cnc2c(c1=O)c1nc3ccccc3nc1n2-c1ccccc1	-13	x
Cn1ncc(N=Cc2ccccc2O)c1C(=O)N1CCOCC1	-1	x
COc1ccc(-c2ccc(OC)cc2C(=O)O)cc1	1	-7
CCS(=O)(=O)N1CCN(S(=O)(=O)c2ccc(F)cc2)CC1	-8	3
CC1(C)Cn2c(nnc2-c2cccc(O)c2)S1	6	-11
O=C1Nc2ccccc2SC(c2ccccc2)C1O (stereo unspecified)	48	22
COCCCNC(=O)Cn1nnc(-c2ccc(NC(=O)c3ccccc3OC)cc2)n1	3	4
Cc1ccc(S(=O)(=O)N2CCOCC2)cc1C(=O)NCc1ccc(F)cc1	3	-6
CC(=O)Nc1ccc(NC(=O)CN2CCCC(C)C2)c(Cl)c1 (stereo unspecified)	-2	-6
CCCc1nc2ccccc2c(C(=O)OCc2nnc(-c3cc(OC)c(OC)c(OC)c3)o2)c1CC	-50	x
O=C(O)C(Cc1ccccc1)n1cnnn1 (stereo unspecified)	-15	x
O=C(CCS(=O)(=O)c1ccccc1)Nc1nccs1	-9	5
NCCCC[C@@H]1NC(=O)c2cc([N+](=O)[O-])cc(F)c2NCCCC[C@@H](C(N)=O)NC(=O)CNC1=O	x	-4
COC(=O)c1ccc(Cn2cc(Cl)cn2)cc1	2	-171
COc1ccc(S(=O)(=O)N2CCCN(CC(=O)Nc3ccc(OC)c(Cl)c3)CC2)cc1	5	x
O=S(=O)(c1ccccc1)N1CCCC1c1nc2ccccc2s1 (stereo unspecified)	x	u
COC(=O)[C@@H]1C[C@H]1[C@@H](NC(=O)c1ccccc1)c1ccccc1	x	-1
CC(C)CC(=O)Nc1ccccc1N1CCOCC1	-1	-13
CCC(c1nnnn1Cc1ccc2c(c1)OCO2)N1CCN(c2ccccc2)CC1 (stereo unspecified)	-6	6
O=C(Nc1ccc2nc(-c3ccco3)[nH]c2c1)c1ccco1	-4	4
O=C(CCN1CCc2ccccc2C1)Nc1ccccc1	-3	-10
COc1ccc(-n2ncc3c(N4CCN(c5cc(C)ccc5C)CC4)ncnc32)cc1	54*	-265
Clc1cccc(-c2cc3nc4c(c(NCc5ccco5)n3n2)CCCC4)c1	x	-18
O=C(CSc1ncccn1)c1ccccc1Br	-40	x
CCOC(=O)c1ccc(NC(=O)CCc2ccc(C)o2)cc1	1	x
CCn1c(/C=N/n2cnnc2)nc2ccccc21	-4	73*
Cn1c(SCC(=O)c2ccc(F)cc2)nc2cccnc21	-16	-15
CCCC(C)C(=O)Nc1ccc(Cl)cc1Cl (stereo unspecified)	x	2
Cc1ccc2cc(C(c3nnnn3C3CCCC3)N(Cc3cccnc3)Cc3ccco3)c(=O)[nH]c2c1 (stereo unspecified)	-8	-16
CCOC(=O)C1=C(C)NC(=O)CC1c1cc2c(cc1Br)OCO2 (stereo unspecified)	-16	x
O=C(NC1(C(F)(F)F)C(=O)Nc2c1c(=O)[nH]c(=O)n2Cc1ccccc1)c1ccco1 (stereo unspecified)	x	8
Cc1ccccc1C(=O)Nc1ccc(S(=O)(=O)N2CCN(C)CC2)cc1	-11	9
Nc1nc2n(n1)C(c1ccc(Cl)cc1)CC(c1ccc(F)cc1)N2 (stereo unspecified)	-5	-10
Cc1cc(NC(=O)CSc2nc(C(C)C)nc3c2c(=O)n(C)c(=O)n3C)no1	-10	-4
COc1ccc(OC2C(=O)N(c3ccc(F)cc3)C2c2ccc(OC)c(OC)c2)cc1 (stereo unspecified)	x	-14
COc1ccc(S(=O)(=O)Cc2ccc(C(=O)NCc3cccnc3)o2)cc1	-3	-12
O=C(c1cc2nc(-c3ccccc3)cc(C(F)(F)F)n2n1)N1CCCC1	-1	x
O=C1N=C(N2CCOCC2)S/C1=C/c1ccc(-c2ccccc2Cl)o1	x	9
Oc1ccc(-c2nnc(-c3ccc(O)cc3)nn2)cc1	-3	10
O=C(O)C(=O)Cc1c[nH]c2ccccc12	x	10

Further structures:
Structure	RT RNaseH block	RmlCD inh mix
Cc1ccc(SCCNC(=S)Nc2cc(C)cc(C)c2)cc1	x	15
FC(F)(F)c1cnc2c(-c3ccc(Cl)cc3Cl)noc2c1	x	-8
CCc1c(C(=O)Nc2ncn(Cc3cccc(C)c3)n2)csc1C	1	12
CCNC(=O)/C(=C/c1ccc2c(c1)OCO2)NC(=O)c1ccc(Br)cc1	x	-2
CCCc1cc(C(=O)NCCc2ccccc2)no1	-13	-108
CC(C)Oc1cccc(-c2nnc(SCC(=O)Nc3ccc4c(c3)OCCO4)n2N)c1	x	6
COc1ccc(NC(=O)Cn2cccc2)cc1Cl	-1	-10
Cc1cc(/C([O-])=C(/C(=S)Nc2ccccc2)[n+]2ccccc2)c(C)n1-c1ccccc1	x	15
COc1ccc(N2CCN(C(=O)c3ccc(C)cc3Cl)CC2)cc1	3	-1
Nc1ccc(Oc2ccc3nc(-c4ccccc4)c(-c4ccccc4)nc3c2)cc1	x	4
Cc1ccc(C)c(N2CCN(C(=O)C3CCN(c4nnc(N5CCCC5=O)s4)CC3)CC2)c1	-9	x
COC(=O)C(C(=O)N1CCN(C)CC1)C1CCCCCC1 (stereo unspecified)	-3	-14
CCOc1nc(NC(=O)NS(=O)(=O)Oc2ccccc2Cl)nc(-c2ccccc2)n1	x	4
Cc1cc(N2CCOCC2)nc2ccc(NC(=O)CCC(=O)N3CCC(C)CC3)cc12	-13	79
CN(c1ccc(C(=O)NCC2CCCO2)cc1)S(C)(=O)=O (stereo unspecified)	x	19
Cn1c(C(=O)OC(C(=O)NC2CCCCC2)c2ccccn2)cc2sccc21 (stereo unspecified)	x	6
Cc1cc(NC(=O)Cc2ccccc2)no1	2	x
O=S(=O)(c1cccs1)N1CCN(c2ccccn2)CC1	-13	-7
O=C(CN1C(=O)CSC1=O)Nc1ccc(N2CCOCC2)cc1	1	x
CCOC(=O)c1c(N)sn(-c2ccccc2C)c1=S	92*	10
CCOC(=O)CS(=O)(=O)c1nc(-c2ccc(F)cc2)cc(C(F)(F)F)n1	55*	-9
CCOC(=O)c1c(C)[nH]c(C(=O)COC(=O)C23CC4CC(CC(Cl)(C4)C2)C3)c1C	x	6
CCCCNC(=O)COC(=O)CCC(=O)c1ccc(F)cc1	x	9
Cc1cccc(-n2c(O)c(C=NCCCN3CCOCC3)c(=O)[nH]c2=O)c1C	-6	14
Nc1nc(-c2ccccc2)c(-c2ccccc2)s1	x	-10
Cc1ccc(S(=O)(=O)NC(C)(C)CSc2nnc(N)s2)cc1	-7	-190
Cn1c(-c2cccc(Br)c2)cnc1NCc1cccnc1	-5	2
O=C(Nc1cccc(F)c1)c1ccc(S(=O)(=O)N2CCCC2)cc1	-10	9
CC#CCCCC(=O)Nc1cc(OC)nc(OC)n1	-31	-11
O=C(c1ccc(F)cc1F)N(Cc1ccccn1)Cc1ccco1	-12	11
CC(C)N1C(=O)CCC1C(=O)N1CCC2(CC1)OCCO2 (stereo unspecified)	x	8
O=C1SC(c2ccccc2)=N/C1=C/c1ccco1	-6	12
CCOc1cc(-c2c(C)c(C)nc(N)c2C#N)ccc1O	-14	0
CC(C)OC(=O)CSc1nc(N)c(C#N)c(-c2ccco2)c1C#N	x	u
O=C(CN(C1CCCCC1)S(=O)(=O)c1ccc(Cl)cc1)NCc1cccnc1	-2	7
O=C(Cc1ccccc1)N1CCN(C2CCCC2)CC1	-2	10
O=C(CN1CCN(Cc2ccc(Cl)cc2)C1=O)N1CCC2(CC1)OCCO2	0	-9
CCOc1ccc2[nH]cc(C(=O)O)c(=O)c2c1	3	8
COc1ccc(C(=O)NCc2nnc(SCC(=O)Nc3nnc(C)s3)o2)cc1OC	x	-2
CCCNC(=O)CN(c1ccccc1)S(=O)(=O)c1ccc(OC)c(OC)c1	x	2
COc1cc(NS(=O)(=O)c2cc(C)ccc2OC)c(OC)cc1Cl	-62	2
COc1ccc(-c2c(C)nn3c(-c4ccccc4)cc(C)nc23)cc1	x	-6
O=C(O)CCCC(=O)NCCCc1ccccc1	-3	-3
CCCCCCC1CC(C)(/C(C)=N/NC(N)=O)OC1=O (stereo unspecified)	x	9
COc1ccc(S(=O)(=O)Nc2ccccc2OC)cc1C	-77	-10
COc1ccc(C2C(C(=O)N3CCN(c4ccc(OC)cc4)CC3)c3ccccc3C(=O)N2C)cc1 (stereo unspecified)	x	0
Cc1cc(C)c(C#N)c(SCC(=O)c2cccs2)n1	-98	-6
Cc1cc2oc(C(=O)Nc3c(C)n(C)n(-c4ccccc4)c3=O)c(C)c2cc1C	-1	-8
CC(=O)c1c(C)nn(C(C)CC(=O)O)c1C (stereo unspecified)	-5	10
CCCNC(=S)Nc1ccc(Br)cc1	x	-12
Cc1occc1C(=O)Nc1ccc(S(=O)(=O)N2CCN(C)CC2)cc1	6	-15
COc1ccc(C(CC(=O)N2CCC3(CC2)OCCO3)NS(=O)(=O)c2ccc(C)cc2)cc1 (stereo unspecified)	-7	-4
CCOC(=O)c1cnn(-c2cc(C)nc3c(-c4ccccc4)cnn23)c1N	6	1

Pulled by structure from the list above (two):
Structure	RT RNaseH block	RmlCD inh mix
COc1ccc(-n2c(SCC(=O)Nc3ccc4c(c3)OCO4)nc3ccccc3c2=O)cc1	-1	2
Oc1ccc(-c2nnc(-c3ccc(O)cc3)nn2)cc1	-3	10

The list is partial; the hit share may differ from the screen's.
